From PubChem
DT40 TDP1 CPT = qHTS for Inhibitors of human tyrosyl-DNA phosphodiesterase 1 (TDP1): qHTS in cells in presence of CPT; Potency, µM (highest dose often 46.2 µM), for inactives: at the top dose activity change, negative = growth inhibition, actives largely listed as inhibitors; 12% of 420,000 active; chicken DT40 Tdp1-/-;hTDP1 cells + 20 nM CPT, ATP luminescence, 48 h; AID 686979, 2013; note: nearly all actives have a fitted effect of over 55% in size
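Chicken DT40 Tdp1-/- cells stably complemented with human TDP1 were seeded at 400 cells/well in medium containing 20 nM camptothecin, exposed to pin-transferred compounds, and grown at 37 °C for at least 48 hr. Viability was read as ATP luminescence.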
TDP1 cell noCPT = qHTS for Inhibitors of human tyrosyl-DNA phosphodiesterase 1 (TDP1): qHTS in cells in absence of CPT | AID 686978, 2013 | 15% of 420,000 active | DT40 Tdp1-/- hTDP1 cells, no CPT, ATP luminescence, 48 h | Potency, µM (series often up to 46.2 µM), for the others: top-dose activity change, negative = growth inhibition, hits mostly inhibitors; note: nearly all actives have a fitted effect of over 55% in size
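Readout: luminescence from CellTiter-Glo after 30 min in the dark at RT. Cells: DT40 Tdp1-/- with stable hTDP1, 400/well. Exposure: compounds alone, ≥48 hr, 37 °C.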
TDP1 inh = qHTS Assay for Inhibitors of Tyrosyl-DNA Phosphodiesterase (TDP1); Tyrosyl-DNA phosphodiesterase 1 (Homo sapiens), Q9NUW8; AID 485290, 2010; recombinant TDP1, AlphaScreen DNA substrate cleavage; Potency, µM (titrated, usually from 130 µM), without a hit: at the highest dose activity change, negative = inhibition, hits mostly inhibitors; 0.28% of 350,000 active; note: nearly all actives have a fitted effect of over 40% in size
Target sequence (Q9NUW8 whole entry, looked up): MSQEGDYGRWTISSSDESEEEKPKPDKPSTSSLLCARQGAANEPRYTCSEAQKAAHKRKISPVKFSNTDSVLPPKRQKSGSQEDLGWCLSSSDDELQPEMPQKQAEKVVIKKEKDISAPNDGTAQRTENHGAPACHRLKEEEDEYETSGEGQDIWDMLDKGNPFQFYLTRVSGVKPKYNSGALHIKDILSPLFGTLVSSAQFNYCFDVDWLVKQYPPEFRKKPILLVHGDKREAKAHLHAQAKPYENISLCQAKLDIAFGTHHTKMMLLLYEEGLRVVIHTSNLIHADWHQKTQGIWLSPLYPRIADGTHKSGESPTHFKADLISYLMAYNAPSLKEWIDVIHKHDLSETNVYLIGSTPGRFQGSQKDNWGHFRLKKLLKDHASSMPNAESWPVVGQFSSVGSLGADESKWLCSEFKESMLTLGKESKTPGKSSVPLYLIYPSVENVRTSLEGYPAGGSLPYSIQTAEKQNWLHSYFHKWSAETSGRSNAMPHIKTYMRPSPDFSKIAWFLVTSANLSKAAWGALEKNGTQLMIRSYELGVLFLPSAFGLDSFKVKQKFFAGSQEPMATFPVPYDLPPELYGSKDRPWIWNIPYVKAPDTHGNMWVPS
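Recombinant E. coli-expressed Tdp1 (1 nM) preincubated with compound 15 min at RT, then 5'-biotin/3'-phosphotyrosine-FITC DNA substrate (15 nM) added for 5 min. AlphaScreen beads (10 ug/ml) added, 10 min RT; tyrosine-FITC cleavage read as signal loss.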
Numbers without * were called inactive; ? = inconclusive; . = not tested or not shown; [ ] = dose if it differs, or a comment. Calls come from the whole dose curve; as a rule, active = well fitted curve in the direction sought with a large enough effect; inconclusive = small, poorly fitted or top-dose-only effect, or another doubt; inactive = no such curve, though single readings can be large; an effect the other way counts as inactive or inconclusive. % is set by controls: 0 for no effect and ±100 for the full control effect; potency is the fitted concentration of half-maximal effect.

| SMILES | DT40 TDP1 CPT | TDP1 cell noCPT | TDP1 inh |
| --- | --- | --- | --- |
| C=CCN(C(=O)c1csnn1)C(C(=O)NCc1ccccc1)c1ccccc1F (centres undefined) | -6.5% | ? | 1.5%[0.0935 µM] |
| CCOC(=O)C1=C(CN2CCN(C(=O)c3ccco3)CC2)NC(=O)NC1c1ccc(OC(C)C)cc1 (centres undefined) | -28.8% | -16.1% | 6.3% |
| COc1ccc(C2/C(=C(\O)c3ccc4c(c3)OCCO4)C(=O)C(=O)N2Cc2cccnc2)cc1OC (centres undefined) | 3.4% | -1.7% | 3.6% |
| O=C(CSc1nncs1)NC(=O)NCc1ccco1 | 9.0% | -3.2% | -8.0% |
| O=C(O)CCc1ccc(-c2ccccc2)n1CC1CCCO1 (centres undefined) | 8.0% | 5.2% | 5.3% |
| O=C(O)C1(Cc2nc3ccccc3[nH]2)CCCC1 | ? | -9.3% | . |
| O=C(Cn1c(=O)nc(-c2ccccc2F)c2cc(Cl)ccc21)N1CCN(c2ccccc2F)CC1 | -4.3% | -9.3% | 8.8% |
| Cc1ccc(C)c(NC(=O)Cn2nc(C(F)(F)F)cc2C2CC2)c1 | 3.2% | -3.4% | 2.6% |
| CCOc1ccc(CCNC(=O)c2cn(C)c3ccc(S(=O)(=O)N4CCCCCC4)cc3c2=O)cc1OCC | ? | ? | 2.3% |
| O=C(CN(C(=O)Cn1nnc(-c2ccccc2F)n1)c1cnc2ccccc2c1)NCC1CCCO1 (centres undefined) | 12.6% | -19.9% | 2.4% |
| Cc1ccc(-n2c(C)nc3c(cnn3-c3ccc(C)c(C)c3)c2=O)cc1C | 18.4µM* | 16.4µM* | 2.6% |
| COc1cccc(CNC(=O)CCS(=O)(=O)c2ccc3c(c2)NC(=O)CS3)c1 | -25.6% | 1.8% | 2.4% |
| Cc1ccc(CNC(=O)Cn2nnc3ccccc3c2=O)cc1 | 0.2% | -4.4% | 0.0% |
| Fc1ccc(NC(=S)N/N=C/c2ccc(F)c(F)c2)cc1 | 4.11µM* | 6.51µM* | 2.7% |
| CCn1c(=S)sc2c(=O)n(CC(=O)Nc3cccc(Cl)c3)c(C)nc21 | ? | -3.7% | 0.2% |
| C[N+](C)(C)CC(O)CC(=O)[O-] (centres undefined) | -22.1% | -10.7% | . |
| Cc1ccc(NC(=O)Nc2ccc3c(c2)N(C)C(=O)c2ccccc2S3)c(C)c1 | ? | ? | 5.7% |
| CC(=O)C1=C(C)Nc2ncnn2C1c1ccccc1F (centres undefined) | 0.6% | 9.0% | . |
| COc1cccc(OC)c1OCCCN1CCOCC1 | 4.8% | -20.9% | -6.7% |
| COc1ccc(CCNC(=O)C(=O)NCC2OCCN2S(=O)(=O)c2ccc(Br)cc2)cc1OC (centres undefined) | 3.2% | 7.4% | 1.8% |
| COc1cccc(N2CC(NC(=O)c3ccc4ccccc4c3)CC2=O)c1 (centres undefined) | ? | ? | . |
| Cc1cc(C)c2oc(-c3cccc(NC(=O)COc4ccccc4Cl)c3C)nc2c1 | -21.7% | ? | 0.6% |
| Cn1c(SCC(=O)NCc2ccc3c(c2)OCO3)nc2scc(-c3cccs3)c2c1=O | ? | ? | 2.1% |
| CCOC(=O)N1CCN(C(=O)CN(c2cc(C)ccc2OC)S(=O)(=O)c2ccc(C)cc2)CC1 | ? | ? | . |
| Cc1cc(NC(=O)CN2CCC(O)(c3cccc(F)c3)CC2)no1 | -5.3% | 3.0% | -2.6% |
| O=C(O)COc1ccccc1C(Nc1cccnc1)c1cc(Cl)c2cccnc2c1O (centres undefined) | 6.0% | 9.9% | -2.7% |
| Nc1nc(SCC(=O)Nc2cccnc2Cl)n[nH]1 | ? | ? | 5.1% |
| Cc1c(-c2ccccn2)c(=O)[nH]n1-c1ccc(F)cc1 | 3.6% | -13.3% | 5.5% |
| CC(C)c1nc2ccc(NC(=O)C3CCCCC3)cc2[nH]1 | ? | -23.7% | 4.8%[56.1 µM] |
| COc1ccc(C(=O)N(CN2CCCC2=O)c2nccs2)cc1OC | -15.1% | -2.3% | 2.9% |

Profiles from above. Order of values: DT40 TDP1 CPT, TDP1 cell noCPT, TDP1 inh
Listed for Nc1nc(SCC(=O)Nc2cccnc2Cl)n[nH]1 = ?, ?, 5.1%
Listed for CC(C)c1nc2ccc(NC(=O)C3CCCCC3)cc2[nH]1 = ?, -23.7%, 4.8%[56.1 µM]
Listed for Cc1cc(C)c2oc(-c3cccc(NC(=O)COc4ccccc4Cl)c3C)nc2c1 = -21.7%, ?, 0.6%
Listed for O=C(O)COc1ccccc1C(Nc1cccnc1)c1cc(Cl)c2cccnc2c1O (centres undefined) = 6.0%, 9.9%, -2.7%
Listed for COc1ccc(C(=O)N(CN2CCCC2=O)c2nccs2)cc1OC = -15.1%, -2.3%, 2.9%

More results.
| SMILES | DT40 TDP1 CPT | TDP1 cell noCPT | TDP1 inh |
| --- | --- | --- | --- |
| O=C(CSc1nc2nc(-c3cccs3)cc(C(F)(F)F)c2c(=O)[nH]1)Nc1ccc(F)c(F)c1 | 6.51µM* | 4.11µM* | -3.6% |
| CC1CC(C)CN(C(=O)Cn2nnc(-c3ccc(Br)cc3)n2)C1 (centres undefined) | 2.9% | -20.7% | . |
| O=C(NC(=O)c1ccc(Cl)cc1)Nc1cc(N2CCCCC2)ncn1 | -10.5% | -15.3% | . |
| O=C(Nc1ccc(N2CCCC2)c(Cl)c1)c1ccc([N+](=O)[O-])cc1 | -11.4% | 0.4% | 2.7% |
| O=C(CC1COc2ccccc2O1)NC1CCCCC1 (centres undefined) | -2.9% | -13.2% | 6.8% |
| CCOc1ccccc1C(=O)NCC(=O)OCc1c(C)noc1C | ? | ? | 0.6% |
| Cc1cccc(NC(=O)Cn2c(/C=C/c3ccccc3)nc3ccccc32)c1 | ? | -3.5% | 8.2% |
| CCOC(=O)C1CCN(Cc2cc(=O)n3c(-c4ccccc4)csc3n2)CC1 | 12.8% | -2.0% | -2.5% |
| Cc1cccc(Cn2cc3c(=O)n(CC(=O)Nc4ccc(C)c(F)c4)nc-3c3cc(F)ccc32)c1 | 5.5% | -21.2% | -2.8% |
| CCCNC(=O)C1(C)CCCN(C(=O)c2cc(F)ccc2C)C1 (centres undefined) | -7.2% | 2.2% | . |
| N=C1/C(=C/c2ccc(OC(=O)c3ccco3)cc2)C(=O)N=C2SC=CN12 | 12.2% | -0.5% | 2.6% |
| Cc1cccc(NC(=O)C2CCN(c3nnc(C)c4c(C)n(-c5ccccc5)nc34)CC2)c1C | -16.4% | 14.0% | 2.8% |
| CCCCn1nnnc1C(c1cc2ccccc2o1)N1CCN(c2ccccc2F)CC1 (centres undefined) | ? | ? | . |
| COc1cccc(-c2cc(C(=O)N3CCN(C(=O)c4ccco4)CC3)[nH]n2)c1 | 2.0% | ? | 2.0% |
| O=C(CSc1nnc(Cc2cccs2)n1-c1ccccc1)NCc1ccc2c(c1)OCO2 | -11.2% | ? | -3.1% |
| O=C(O)c1cc(-c2cccs2)nc2ccc(F)cc12 | 3.1% | 14.4% | . |
| Cc1c(NC(=O)CSc2ccc3ccccc3n2)c(=O)n(-c2ccccc2)n1C | 14.4% | 12.6% | 0.5% |
| COc1ccc(F)cc1S(=O)(=O)Nc1cccc(C(=O)O)c1 | -5.5% | -0.7% | 2.5% |
| COc1ccccc1CCNC(=O)C(=O)NCCC1CCCCN1S(=O)(=O)c1cccs1 (centres undefined) | ? | ? | 0.1% |
| O=C(COc1ccc(Nc2ccccc2)cc1)Nc1ccncc1 | ? | 16.4µM* | . |
| O=C(CSc1nnc(CNC(=O)c2ccc(F)cc2)o1)Nc1ccc2c(c1)OCO2 | -15.9% | -1.8% | 0.2% |
| COCCCNC(=O)/C(C#N)=c1\s/c(=C\c2ccccc2OC(F)F)c(=O)n1CCCOC | ? | ? | 2.7% |
| CCC(C)c1ccc(OCC(=O)NNC(=O)C2CCCCC2)cc1 (centres undefined) | -0.3% | -1.6% | 2.1% |
| CCN1C(=O)C(CC(=O)Nc2ccc(OC)cc2)N(Cc2ccc3c(c2)OCO3)C1=S (centres undefined) | -22.7% | -11.6% | -2.3% |
| O=C(CC1CS(=O)(=O)CC1CC(=O)Oc1ccccc1F)Oc1ccccc1F (centres undefined) | -19.8% | -12.9% | 2.5% |
| NC(=O)CC(NC(=O)c1ccccc1)c1ccc(NC2CCC2)c([N+](=O)[O-])c1 (centres undefined) | ? | ? | 2.5% |
| Cc1ccn2c(c1)nc(=O)c1cc(S(=O)(=O)N3CCOCC3)ccc12 | -4.3% | 7.6% | -0.4% |
| COc1ccccc1NC(=O)c1ccc(CS(=O)(=O)c2ccc(C)cc2)cc1 | ? | 8.4% | -7.7% |
| Cc1cnc(CNc2ncnc3ccc(-c4ccccc4C#N)cc23)cn1 | -5.2% | -23.0% | -1.8% |
| CC1Cc2ccccc2N1C(=O)CSc1nnc(-c2ccc(S(=O)(=O)N3CCOCC3)cc2)n1C (centres undefined) | 16.4µM* | ? | -2.3% |
| Cc1cc(OCC(=O)N2CCC(C(N)=O)CC2)c2c(C)c(C)c(=O)oc2c1 | -18.1% | -9.6% | . |
| COc1ccc(C)cc1NC(=O)c1cc(S(=O)(=O)N2CCC(C)CC2)cn1C | -26.8% | -7.5% | 0.6% |
| Cc1noc(C)c1CSCC(=O)Nc1nc2ccc(S(C)(=O)=O)cc2s1 | ? | -17.7% | -14.4% |
| CC(C)(C)n1cnc2cc(NS(=O)(=O)c3ccc(Br)cc3)ccc21 | ? | ? | 2.2% |
| CC1CN(c2ncnc3c2c(-c2ccccc2)cn3-c2ccc(F)cc2)CC(C)O1 (centres undefined) | 16.4µM* | 9.2µM* | -6.3% |
| O=C(C=Cc1ccco1)c1ccc([N+](=O)[O-])cc1 | -3.7% | -21.7% | . |
| CCCCCC(=O)Nc1cccc(C2=NOC3(C2)C[C@H](C(N)=O)N(C(=O)COc2ccc(Cl)cc2)C3)c1 (some centres undefined) | ? | ? | 5.9% |
| CCSc1nnc2c(n1)OC(c1ccc(OC)cc1OC)N(C(C)=O)c1ccccc1-2 (centres undefined) | -27.6% | ? | . |
| CC(=O)Nc1ccc(S(=O)(=O)N2CCSC2C(=O)O)cc1 (centres undefined) | 5.0% | -0.4% | 3.3% |
| COc1ccc(-c2cc3ccc(O)cc3oc2=O)cc1 | -9.4% | -12.5% | 1.7% |
| NC(=O)Nc1ccc(F)cc1 | 2.0% | -21.0% | 0.5% |
| CC(C)(C)OC(=O)C(Oc1ccccc1[N+](=O)[O-])C(=O)OC(C)(C)C | ? | ? | . |
| O=C(Nc1nc2ccccc2n1CCN1CCCCC1)c1ccco1 | ? | ? | 1.0% |
| CCN(CC)c1ccc(/C=C2\CCC(/C=C(\C#N)C(=O)Nc3ccccc3F)=C2N2CCOCC2)cc1 | 6.51µM* | 2.31µM* | 2.7% |
| COC(=O)c1c(C)[nH]c(C(=O)OCC(=O)c2c(N)n(CC(C)C)c(=O)n(C)c2=O)c1C | ? | 14.6µM* | 0.9% |
| CCCOc1cccc(C(=O)Nc2ccc3c(c2)OCCO3)c1 | -71.1% | 23.1µM* | 5.4% |
| CCCSC1=N/C(=C/c2ccsc2)C(=O)N1c1ccccc1 | 5.9% | 14.6% | . |
| Cn1c(N)c(C(=O)COc2ccc(C#N)cc2)c(=O)n(C)c1=O | 1.5% | -25.8% | -12.8% |
| CCN(CC)C(=O)c1nc[nH]c1C(=O)N1CCN(C(=O)OC(C)(C)C)CC1 | -11.5% | -4.1% | 0.9% |
| N#CCCN1CCN(S(=O)(=O)c2ccc(S(=O)(=O)NCc3ccccc3)cc2)CC1 | -7.9% | -19.5% | 1.1% |

The results go on.
| SMILES | DT40 TDP1 CPT | TDP1 cell noCPT | TDP1 inh |
| --- | --- | --- | --- |
| Fc1ccc(Cc2cn3cc(-c4ccccc4)nc3s2)cc1 | -4.3% | -21.6% | 1.1% |
| COc1cccc(C(=O)NNC(=O)c2ccc(NS(=O)(=O)c3cccs3)cc2)c1OC | -4.5% | -14.9% | 0.2%[0.505 µM] |
| O=C(c1ccc2c(=O)n(Cc3ccc4c(c3)OCO4)c(=S)[nH]c2c1)N1CCN(Cc2ccccc2)CC1 | ? | ? | . |
| Cc1cc(O)c2c(O)c3c(O)cccc3cc2c1 | -6.4% | -23.9% | . |
| O=C(CCn1cncn1)NCC1Cc2cc(-c3ccsc3)cc(Cl)c2O1 (centres undefined) | -13.9% | -13.3% | . |
| N#CC1(NC(=O)COC(=O)c2cc([N+](=O)[O-])ccc2N2CCCC2)CCCCC1 | -14.4% | ? | 0.6% |
| COc1cc(-c2nc3ccccc3c(=O)n2N)cc(OC)c1OC | -1.2% | ? | -2.8% |
